KCNK3 block = human KCNK3 channel inhibition, primary screen; O14649; CHO-KCNK3 thallium flux, FluxOR fluorescence; active compounds read low; B-score at 10 µM; hit rate 0.84% among 340,000; AID 602410;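 active means B-score under library mean minus 4 SD, starting fluorescence ratio at most library mean plus 5 SD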;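 further: more negative B-score means stronger inhibition of thallium flux through KCNK3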
Target sequence (O14649 whole entry, looked up): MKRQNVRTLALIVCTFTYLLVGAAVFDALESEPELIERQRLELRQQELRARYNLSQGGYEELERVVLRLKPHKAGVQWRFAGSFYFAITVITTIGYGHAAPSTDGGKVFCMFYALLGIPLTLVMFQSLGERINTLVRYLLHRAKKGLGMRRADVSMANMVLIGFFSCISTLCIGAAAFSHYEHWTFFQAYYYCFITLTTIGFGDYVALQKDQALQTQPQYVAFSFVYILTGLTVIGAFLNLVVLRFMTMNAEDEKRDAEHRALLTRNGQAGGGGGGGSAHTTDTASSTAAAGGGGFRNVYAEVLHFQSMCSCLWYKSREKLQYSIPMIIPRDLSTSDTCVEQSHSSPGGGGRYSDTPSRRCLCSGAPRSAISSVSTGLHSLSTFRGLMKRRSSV
TMEM16A inh = mouse TMEM16A channel inhibition, primary screen; Q8BHY3; HEK293 TMEM16A/YFP iodide influx fluorescence, ionomycin; normalized B-score (activity score, 25-100; higher = stronger inhibition) at 10 µM; hit rate 1.2% among 310,000; AID 588511;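 active means ratio plate-corrected score three or more library SD toward inhibition, starting fluorescence score within five deviations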;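 further: score derived from kinetic fluorescence span divided by baseline fluorescence per well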
hERG rescue = shields human hERG channel from block by proarrhythmic agents; Q12809; CHO-hERG, FluxOR thallium flux, dofetilide IC70 present; activation (rescue from dofetilide block), less the hit threshold, % at 10 µM; hit rate 0.51% among 310,000; AID 1511;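 active means activation above the mean of controls blocked by dofetilide plus 5 SD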;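 further: thallium influx through hERG after potassium depolarization seen as dye fluorescence rise; in these data hits start at about 4.7%; inactives centre near -7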
KCNQ1 pot = human KCNQ1 channel potentiation or activation; B-score at 10 µM; hit rate 0.35% among 310,000; AID 2648; P51787; CHO-K1 KCNQ1, thallium flux FluxOR fluorescence; active compounds read high;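 active means fluorescence ratio B-score, a plate-corrected score, at least three library SD, with initial intensity B-score within 5 SD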
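Schedule – 37 °C overnight plating, 90-min dark dye load, 20-min compound pretreatment · System – stable KCNQ1 CHO-K1 line · Probe or stimulus – thallium- and potassium-containing depolarizing buffer · Measured by – kinetic FluxOR fluorescence, 10 s baseline plus 110 s post-stimulus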
KCNK9 inh = blocks the human KCNK9 two-pore domain potassium channel | HEK293 KCNK9, FluxOR thallium flux fluorescence; active compounds read low | Q9NPC2 | hit rate 1.2% among 310,000 | B-score at 10 µM;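 active means ratio B-score over 3 SD below the library mean, with starting fluorescence within 5 SD of its mean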;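 further: negative B-score means less thallium flux so channel inhibition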
TRPC4 potent = allosteric potentiators of mouse TRPC4 channel | Q9QUQ5 | HEK293 TRPC4beta/mu-opioid, DAMGO EC20, Fluo-4 Ca2+ flux; active compounds read high | B-score at 10 µM | hit rate 0.42% among 310,000;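 active means B-score of calcium response area above 5 SD of library B-scores, with initial fluorescence ratio within 5 SD of library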;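 further: B-score of integrated fluorescence ratio over time as area under calcium response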
KCNQ1 inh = blocks the human KCNQ1 potassium channel. CHO-K1 KCNQ1, FluxOR thallium flux fluorescence; active compounds read high. B-score at 10 µM. hit rate 1.3% among 310,000;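 active means compounds whose thallium flux B-score, printed positive for inhibition, exceeds three library SD while starting fluorescence stays within three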;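 further: channel opened by potassium depolarization with thallium stimulus after 20 min compound exposure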
HDAC3 inh = blocks human histone deacetylase 3. O15379. recombinant HDAC3, fluorogenic peptide/trypsin coupled, fluorescence. inhibition, % at 8.3 µM. hit rate 0.15% among 320,000; in the data active means inhibition above about 26%, passing the limit was not always enough; inconclusive means no clear call, values can overlap the other calls
Target sequence (O15379 whole entry, looked up): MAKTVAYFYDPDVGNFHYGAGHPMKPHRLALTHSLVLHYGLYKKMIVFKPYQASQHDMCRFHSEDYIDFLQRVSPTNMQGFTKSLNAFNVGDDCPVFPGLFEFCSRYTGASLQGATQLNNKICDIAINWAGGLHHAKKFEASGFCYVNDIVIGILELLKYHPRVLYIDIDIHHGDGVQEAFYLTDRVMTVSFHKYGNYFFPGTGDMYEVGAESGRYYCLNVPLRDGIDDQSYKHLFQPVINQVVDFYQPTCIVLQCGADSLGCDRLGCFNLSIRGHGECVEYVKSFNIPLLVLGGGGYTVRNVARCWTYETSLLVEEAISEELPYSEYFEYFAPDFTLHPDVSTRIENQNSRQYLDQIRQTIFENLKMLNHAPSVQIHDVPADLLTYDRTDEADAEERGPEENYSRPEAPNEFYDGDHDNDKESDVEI
DYRK1A inh = Dyrk1A (rat) kinase inhibition; Q63470; ADP-Glo luminescence, NFATc1 peptide; inhibition, % at 12.5 µM; hit rate 0.43% among 310,000; in the data active means inhibition above about 50%;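 further: plate controls were vehicle with enzyme for no effect and no enzyme for full effect; many of its hits are not listed in these tables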
TMEM16A act = activates or potentiates the mouse TMEM16A chloride channel; B-score at 10 µM; Q8BHY3; hit rate 0.3% among 340,000; HEK293 TMEM16A/YFP-H148Q/I152L, iodide quench fluorescence; active compounds read low;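 active means fluorescence-ratio B-score plate-corrected deviation score at least 3 library SD below zero, with starting fluorescence score within 5 deviations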;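 further: channel opened by trigger with iodide after compound preincubation; score built on the fluorescence ratio of max minus min over baseline; more negative score means more quench and so TMEM16A activation or potentiation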
TRPC4 agonist = TRPC4 (mouse) channel activation; HEK293 TRPC4beta/mu-opioid, Fluo4 calcium fluorescence; active compounds read high; B-score at 10 µM; hit rate 0.49% among 310,000; AID 2237;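 active means B-score above 5 SD of library B-scores, and initial fluorescence ratio not above library mean plus 5 SD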;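 further: positive B-score marks a calcium rise read as TRPC4 activation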
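Assay system: HEK293 cells stably co-expressing mouse TRPC4beta and mu-opioid receptor / Timing: Fluo4 dye loading 45 min at room temperature, 110 s recording / Signal: Fluo4 calcium-sensitive dye fluorescence, kinetic, 1 Hz baseline / Read-out: integrated baseline-normalised fluorescence ratio, converted to per-well B score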
An asterisk follows results filed as active; i = inactive; ? = inconclusive; . = no result given. These rows are one share of the data. The share of hits here may be higher or lower than overall.

smiles	KCNK3 block	TMEM16A inh	hERG rescue	KCNQ1 pot	KCNK9 inh	TRPC4 potent	KCNQ1 inh	HDAC3 inh	DYRK1A inh	TMEM16A act	TRPC4 agonist
Fc1cc(F)c2nc(Nc3nc4cc5c(cc4s3)OCO5)sc2c1	i	i	-4	i	i	i	i	0	0	i	i
CCOc1cc(-c2cc(-c3ccc(C)o3)nc(N)c2C#N)ccc1O	i	i	-6	i	i	i	i	-7	-8	i	i
O=C(NC1CCCCCC1)c1c(O)nc2sccn2c1=O	i	i	-7	i	i	i	i	.	-1	i	i
Cc1sc(NC(=O)CSc2nnc(COc3ccc(Cl)cc3)n2C)c(C#N)c1C	i	i	-10	i	i	i	i	.	3	i	i
Cn1cnnc1SCC(=O)NNC(=O)COc1ccc(Cl)cc1	i	i	-13	i	i	i	i	-1	18	i	i
O=C(Nc1ccc(O)c(C(=O)O)c1)c1ccc2c(c1)C(=O)N(CC1CCCO1)C2=O (centres undefined)	i	i	-1	i	i	i	i	-5	-2	i	i
CCOC(=O)c1c(-n2cccc2)sc2c1CCCC2=O	i	i	-6	i	i	i	i	.	-4	i	i
Cc1ccc(CNC(=O)Cn2nnc(C(=O)Nc3cc(C)ccc3C)c2N)cc1	i	i	-2	i	i	i	i	6	-4	i	i
CCOC(=O)c1cccc(-n2c(-c3ccc(OC)cc3)nc3nc4ccccc4nc32)c1	.	.	-8	i	i	i	i	.	.	.	i
Cc1cccc(NC(=O)c2cccc(C(=O)Nc3cccc(C)c3C)n2)c1C	i	i	-5	i	i	i	i	8	-1	i	i
CCOC(=O)c1nnn(-c2nonc2N)c1CN1CCCCCC1	i	i	-14	i	i	i	i	0	5	i	i
Cc1cc(C)c(C#N)c(SCc2[nH]nc3c2C(c2ccc(F)cc2)C(C#N)=C(N)O3)n1 (centres undefined)	i	i	-9	i	i	i	i	15	7	i	i
CCC(=O)c1ccc(N2CCN(C(=O)c3cccs3)CC2)c(F)c1	i	i	-9	i	i	i	i	10	8	i	i
Cc1ccc(-n2ncc3c(=O)n(CC#N)cnc32)cc1C	i	i	-2	i	i	i	i	-4	9	i	i
Cc1ccc(/C=N/NC(=O)c2ccc(-n3cccc3)cc2)o1	i	i	-12	i	i	i	i	10	-8	i	i
O=C(NCC1CCCCC1)c1ccc(Cl)nc1	i	i	1	i	i	i	i	-4	0	i	i
O/N=C/c1ccc2cccc(OCc3ccccc3)c2n1	i	i	-6	i	i	i	i	6	1	i	i
COC(=O)c1ccccc1NC(=O)Cn1c(=O)oc2ccc(Cl)cc21	i	i	-13	i	i	i	i	-7	0	i	i
COc1ccc(NS(=O)(=O)c2cn(C)cn2)c(OC)c1	i	i	-7	i	i	i	i	-1	.	i	i
O=c1c2ccccc2n2c(-c3cccc(F)c3)nnc2n1Cc1ccccc1	i	i	-8	i	i	i	i	13	0	i	i
COc1ccccc1NC(=O)Oc1ccc(NC(=O)c2ccco2)cc1	i	i	-21	i	i	i	i	14	-2	i	i
CCC(C)[C@H](NS(=O)(=O)c1ccc(C)cc1)C(=O)N1CCC(C(=O)N[C@@H](Cc2ccccc2)C(=O)O)CC1 (some centres undefined)	i	i	-5	i	i	i	i	1	.	i	i
CCOc1ccccc1C1NC(=O)NC(C)=C1C(=O)OC1CCCC1C (centres undefined)	i	i	-6	i	i	i	i	2	9	i	i
COc1ccc(NC(=O)c2ccco2)cc1NC(=O)c1cc2ccccc2o1	i	i	-1	i	i	i	i	-2	4	i	i
CCN(CCCNC(=O)Cn1cc2c(n1)CCCC2)c1cccc(C)c1	i	i	-8	i	i	i	i	-1	6	i	i
CS(=O)(=O)N1CCC(C(=O)Nc2ccc(F)cc2)CC1	i	i	-8	i	i	i	i	-10	-3	i	i
Cc1cc(C)nc(Nc2nc(C)c3cc4c(cc3n2)OCO4)n1	i	i	-12	i	i	i	i	-9	2	i	i
c1ccc(-n2nc3c(ccc4cnnc43)[nH]2)cc1	i	i	-13	i	i	i	i	-1	47	i	i
O=C(O)C1=C(C(=O)N2CCN(C(=O)c3ccco3)CC2)CCCC1	i	i	-8	i	i	i	i	9	0	i	i
O=c1[nH]c(C2CCN(S(=O)(=O)c3cccc(Cl)c3)CC2)nc2c1nnn2Cc1ccccc1	i	.	-11	i	i	i	i	.	0	i	i

Rewritten as labelled records: part of the list above.
COC(=O)c1ccccc1NC(=O)Cn1c(=O)oc2ccc(Cl)cc21
- KCNK3 block: i
- TMEM16A inh: i
- hERG rescue: -13
- KCNQ1 pot: i
- KCNK9 inh: i
- TRPC4 potent: i
- KCNQ1 inh: i
- HDAC3 inh: -7
- DYRK1A inh: 0
- TMEM16A act: i
- TRPC4 agonist: i

Cc1cc(C)nc(Nc2nc(C)c3cc4c(cc3n2)OCO4)n1
- KCNK3 block: i
- TMEM16A inh: i
- hERG rescue: -12
- KCNQ1 pot: i
- KCNK9 inh: i
- TRPC4 potent: i
- KCNQ1 inh: i
- HDAC3 inh: -9
- DYRK1A inh: 2
- TMEM16A act: i
- TRPC4 agonist: i

Following part:
smiles	KCNK3 block	TMEM16A inh	hERG rescue	KCNQ1 pot	KCNK9 inh	TRPC4 potent	KCNQ1 inh	HDAC3 inh	DYRK1A inh	TMEM16A act	TRPC4 agonist
Cc1cc(OCCOCCN(C)CCO)cc(C)c1Cl	i	i	-7	i	i	i	i	1	-2	i	i
CCOC(=O)c1cnc2nc(C)[nH]n2c1=O	i	i	-1	i	i	i	i	.	-1	i	i
O=C1C(=Cc2ccco2)C(=O)c2ccccc21	i	i	-6	i	i	i	i	5	-3	i	i
CC(=O)c1ccc(OCc2cc(C(=O)NC(C)CCn3cccn3)no2)cc1 (centres undefined)	i	i	-7	i	i	i	i	0	1	i	i
COc1ccc(N(CC(=O)N2CCN(Cc3ccc4c(c3)OCO4)CC2)S(C)(=O)=O)cc1OC	i	i	-4	i	i	i	i	-2	1	i	i
CCn1c(SCc2ccccc2)nnc1C1CCN(S(=O)(=O)c2ccc(OC)cc2)CC1	i	i	-12	i	i	i	i	1	2	i	i
CCn1nnnc1SCC(=O)NCc1cccs1	i	i	-11	i	i	i	i	-5	-2	i	i
CCCn1c(N)c(N(CCOC)C(=O)CSCC(=O)Nc2ccc(OC)cc2)c(=O)[nH]c1=O	i	i	-17	i	i	i	i	-5	16	i	i
CCS(=O)(=O)c1ncc(Cl)c(C(=O)Nc2ccc(S(=O)(=O)N3CCC(C)CC3)cc2)n1	-8.8*	i	-25	i	-7*	i	6*	?	-5	i	i
CCOC(=O)c1ccc(NC(=O)N2CCc3ccccc32)cc1	i	i	-9	i	i	i	i	-9	1	i	i
CC(C)Oc1ccc(C(CC(=O)N(C)CCC#N)c2ccc(F)cc2)cc1 (centres undefined)	i	i	-4	i	i	i	i	-3	-2	i	i
O=C(NCCCNC(=O)c1ccccn1)c1cccc(F)c1	i	i	0	i	i	i	i	-6	-5	i	i
O=C(Nc1ccc(C(=O)O)cc1)/C(=C\c1ccc([N+](=O)[O-])cc1)NC(=O)c1ccc(Br)cc1	i	i	-6	i	i	i	i	5	-1	i	i
Cc1cc(C)c2c(N)c(C(=O)NC3CCCC3)sc2n1	i	i	-7	i	i	i	i	0	10	i	i
Cc1ccc(S(=O)(=O)Nc2c(C)nn(C)c2C)c(C)c1	i	i	-9	i	i	i	i	-2	-2	i	i
CN(CC(=O)NCCc1ccccn1)S(=O)(=O)c1ccc(Cl)cc1	i	i	0	i	i	i	i	-6	-9	i	i
O=C1NCC2=C1C(c1ccccc1)Nc1ccccc1N2 (centres undefined)	i	i	2	i	i	i	i	1	27	i	i
O=C(Nc1ncc(Cc2ccccc2Cl)s1)c1ccc([N+](=O)[O-])cc1	i	i	-6	i	i	i	i	0	-1	i	i
COc1ccc(N2CCN(C(=O)COC(=O)c3cnccn3)CC2)cc1	i	i	-10	i	i	i	i	2	0	i	i
COCCn1nnnc1C(c1ccc(OC)cc1)N1CCC(C)CC1 (centres undefined)	i	i	-11	i	i	i	i	-11	2	i	i
Cc1csc(SCC(=O)NCCc2ccc(Cl)cc2)n1	i	i	-5	i	i	i	i	-2	-7	i	i
O=C(NN1C(=O)C2C3C=CC(C4CC34)C2C1=O)c1cccc(Cl)c1 (centres undefined)	i	i	-7	i	i	i	i	-3	7	i	i
O=C(Nn1c(C2CCCCC2)nc2ccccc2c1=O)c1ccc([N+](=O)[O-])cc1Cl	i	i	-9	i	i	i	i	-5	-6	i	i
CC(C)CCNc1nc(N)c([N+](=O)[O-])c(NCCO)n1	i	i	-9	i	i	i	i	10	.	i	i
O=C(CCOc1ccccc1)Nc1ccc([N+](=O)[O-])cc1	i	i	-5	i	i	i	i	0	6	i	i
COc1cc(/C=N/NC(=O)Cc2csc(N3CCOCC3)n2)cc(OC)c1O	i	i	-19	i	i	i	i	1	5	i	i
CCNc1nc(NC(C)C)nc(SCCOC(=O)c2ccccc2)n1	i	i	-6	i	i	i	i	3	-11	i	i
CCc1nnc(NC(=O)CCC(=O)N2CCN(S(=O)(=O)c3cc(Cl)ccc3OC)CC2)s1	i	i	-7	i	i	i	i	-1	8	i	i
O=C(CCCN1CCOC(c2ccccc2)C1)c1ccc(F)cc1 (centres undefined)	i	i	-11	i	i	i	i	1	3	i	i
CCCS(=O)(=O)N1CCN(Cc2c[nH]c3ccccc23)CC1	i	i	1	i	i	i	i	-1	0	i	i
Cc1cc(C)c(C(=O)OCC(=O)Nc2cccc(S(=O)(=O)N3CCCCC3)c2)c(C)c1	i	i	-19	i	i	i	6*	19	-5	i	i
O=C(NCc1cccc(Cl)c1)c1cccnc1	i	i	-10	i	i	i	i	?	9	i	i
O=C(C1=C[C@H](c2coc3ccccc3c2=O)C[C@H](OCc2ccc(CO)cc2)O1)N1CCN(Cc2ccc3c(c2)OCO3)CC1	i	i	-13	i	i	i	i	-3	.	i	i
COCC(C)NCC(=O)NC(C)CCc1ccccc1 (centres undefined)	i	i	-2	i	i	i	i	7	-2	i	i
